MEKK2 mut-MEK5: signal of MEK5 binding to mutant human MEKK2 PB1 domain; bead flow cytometry, Alexa488-MEK5 binding to MEKK2 mutant; percent response, % at 10 µM; 290,000 tested, 0.35% active; in the data active means percent response above about 24%, passing the limit was not always enough; further: inactives centre near 1; some results filed as inactive read as strong as hits
NALP1 inh: inhibitors of NALP1 inflammasome in yeast. S. cerevisiae NALP1/ASC/caspase-1 growth, X-gal OD620, 72 h. inhibition, % at 10 µM. 280,000 tested, 0.61% active; in the data active means inhibition mostly above about 24%, no sharp cut-off; inactive means mostly below about 32%; further: some compounds called inactive have numbers as strong as hits
OXTR ag: human OXTR agonism. activation, % at 3 µM. P30559. CHO-OTR cells, Fluo-8 calcium fluorescence; normalized: DMSO 0%, oxytocin 100%. 320,000 tested, 0.32% active;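 active means activation above the mean of all tested compounds plus 3 SD, cutoff set per screening run, cut at about 20% in these data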;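 further: peak over basal fluorescence ratio from a 100 s FLIPR kinetic read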
Target sequence (P30559 whole entry, looked up): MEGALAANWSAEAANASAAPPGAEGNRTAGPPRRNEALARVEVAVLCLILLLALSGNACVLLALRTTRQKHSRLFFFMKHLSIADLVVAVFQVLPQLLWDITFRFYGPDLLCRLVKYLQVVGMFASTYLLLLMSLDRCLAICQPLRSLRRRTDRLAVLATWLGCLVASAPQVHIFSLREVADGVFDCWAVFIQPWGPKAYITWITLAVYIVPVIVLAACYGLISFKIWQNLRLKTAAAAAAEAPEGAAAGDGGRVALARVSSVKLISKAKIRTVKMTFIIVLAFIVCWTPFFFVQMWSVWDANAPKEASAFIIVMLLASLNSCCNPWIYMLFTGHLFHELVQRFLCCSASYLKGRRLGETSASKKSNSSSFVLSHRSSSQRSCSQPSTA
PfM18AAP inh: PfM18AAP enzyme inhibition; recombinant PfM18AAP, H-Glu-NHMec fluorogenic cleavage; inhibition, % at 7.35 µM; 290,000 tested, 1.2% active; AID 1822;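 active means inhibition above the campaign mean inhibition over all tested compounds plus 3 SD, cut at about 28% in these data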;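 further: 0% = plate median of test compound wells and 100% = 2 mM ZnCl2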
MEKK2wt PB1 HTS: raises or lowers MEK5 binding to wildtype human MEKK2 PB1 domain; Q9Y2U5; bead flow cytometry, Alexa488-MEK5 binding to MEKK2 WT; actives lie on both sides; binding response (% of control), % at 10 µM; 290,000 tested, 1.1% active; AID 1531; in the data active means binding response below about 67% or above about 130%
OXTR potentiate: potentiators of human oxytocin receptor. P30559. CHO-OTR cells, Fluo-8 calcium fluorescence, potentiator mode; 0% = oxytocin EC15, 100% = EC100. activation, % at 3 µM. 320,000 tested, 0.061% active. AID 2445;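 active means activation above that plate's cutoff, the mean activation of tested compounds plus 3 SD, cut at about 6.6% in these data, passing the limit was not always enough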;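 further: 100% uses oxytocin at 75 nM as the full agonist control; some results filed as inactive read as strong as hits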
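System: human OTR in CHO cells; Also added: sub-maximal oxytocin, roughly EC15; Timing: compound 6 min at room temperature before oxytocin, 100 s read; Technique: Fluo-8 intracellular calcium fluorescence, ex 470-495, em 515-575 nm; Controls: oxytocin EC15 low and EC100 high; Replication: singlicate.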
GPR7 antag: antagonists of human GPR7 (neuropeptides B/W receptor 1); GPR7-expressing cells, fluorescence antagonist assay; AID 1861; P48145; inhibition, % at 4.4 µM; 290,000 tested, 1.1% active; in the data active means inhibition above about 16%, passing the limit was not always enough;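 further: cells stimulated with the agonist NPW; 0% = agonist with vehicle and 100% = vehicle without agonist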
GalR3 antag: blocks the human galanin receptor 3; HEK293 GalR3-CNG cAMP membrane potential fluorescence; galR3 body fused to GalR1 C-terminus; 360,000 tested, 0.44% active; O60755; inhibition, % at 3 µM; AID 651719;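 active means inhibition above the screen-wide average plus 3 SD, cut at about 13% in these data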;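 further: forskolin and galanin both at EC90 stimulate the cells; cAMP rise reported by CNG channel membrane potential dye signal; 0% = forskolin plus galanin with DMSO and 100% = forskolin alone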
Target sequence (O60755 1-299 limits assumed): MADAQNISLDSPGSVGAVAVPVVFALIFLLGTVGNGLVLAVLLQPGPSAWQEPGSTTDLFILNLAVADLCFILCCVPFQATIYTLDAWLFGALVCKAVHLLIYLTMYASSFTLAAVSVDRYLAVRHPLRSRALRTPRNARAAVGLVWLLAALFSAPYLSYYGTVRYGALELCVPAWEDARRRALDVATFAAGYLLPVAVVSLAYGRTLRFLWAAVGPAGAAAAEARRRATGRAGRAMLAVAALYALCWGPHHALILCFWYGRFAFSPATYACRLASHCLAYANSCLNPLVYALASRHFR
V1aR counter: counter-screen for oxytocin receptor agonists: human V1a receptor agonists. AID 2797. CHO-V1R cells, Fluo-8 calcium fluorescence, agonist mode; 0% DMSO, 100% 3 nM vasopressin. activation, % at 3 µM. 320,000 tested, 0.25% active. P37288;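 active means activation above the mean activation of all tested compounds plus 3 SD, per screening run, cut at about 20% in these data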;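 further: signal is peak over basal fluorescence ratio across a 100 second FLIPR read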
Target sequence (P37288 whole entry, looked up): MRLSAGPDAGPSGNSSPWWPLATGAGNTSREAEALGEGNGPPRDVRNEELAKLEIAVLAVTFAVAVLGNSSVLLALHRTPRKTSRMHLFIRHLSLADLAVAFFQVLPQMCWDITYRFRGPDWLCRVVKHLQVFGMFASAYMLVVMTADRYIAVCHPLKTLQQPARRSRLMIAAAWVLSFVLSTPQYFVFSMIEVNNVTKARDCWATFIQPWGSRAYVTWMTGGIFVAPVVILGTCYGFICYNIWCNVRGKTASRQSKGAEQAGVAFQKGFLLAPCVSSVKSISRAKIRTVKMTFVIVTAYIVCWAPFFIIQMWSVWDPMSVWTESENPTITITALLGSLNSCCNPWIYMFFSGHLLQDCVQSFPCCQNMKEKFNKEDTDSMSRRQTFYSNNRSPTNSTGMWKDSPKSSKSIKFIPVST
An asterisk follows results filed as active; x = no result given.

no.	Molecule	MEKK2 mut-MEK5	NALP1 inh	OXTR ag	PfM18AAP inh	MEKK2wt PB1 HTS	OXTR potentiate	GPR7 antag	GalR3 antag	V1aR counter
1	CCOc1ccccc1NC(=O)NNS(=O)(=O)c1cc(C)ccc1C	-3	20	x	4	99	x	5	-5	x
2	COc1ccc(-c2cc(=O)oc3c(C)c(OCc4nn[nH]n4)ccc23)cc1	0	0	0.8	2	97	1	17	-4	0.2
3	CC(=O)N1N=C(c2cccc([N+](=O)[O-])c2)OC1c1ccccc1Cl (configuration not stated)	1	9	-2.1	4	98	-14	-2	-3	-1.6
4	O=C(Nc1ccc(O)cc1)C1CC=CCC1 (configuration not stated)	-8	15	1.0	9	83	-4	-11	-4	0.5
5	Cc1ccc(C(=O)C2=C(O)C(=O)N(Cc3cccnc3)C2c2ccc(Cl)cc2)o1 (configuration not stated)	2	8	-0.7	3	105	-11	-2	-7	0.7
6	CCOC(=O)c1cc2occc2n1Cc1c(F)cccc1Cl	2	18	-1.4	6	107	-4	-9	-8	0.0
7	COc1cccc(-c2ncc3ccccc3c2COC(=O)CCCC(=O)O)c1	x	x	1.2	x	x	-1	x	-1	0.5
8	Cc1cc(OC(F)F)ccc1NC(=O)Nc1ccc([N+](=O)[O-])cc1	3	16	12	-13	109	-6	41*	-2	6.8
9	CC1(C)CC(NCc2ccc3c(c2)OCO3)CCO1 (configuration not stated)	0	-13	-0.2	5	93	-11	-6	-1	0.5
10	COc1ccc(Br)cc1/C=N/N1C(=O)CSC1=S	-5	-10	-1.1	21	97	2	-5	-8	0.3
11	COc1cc(NC(=O)COC(=O)CSc2ccccc2F)c(C)cc1[N+](=O)[O-]	0	26	1.9	-4	104	-1	0	10	1.4
12	Cn1c(CC(=O)Nc2ccc(Cl)c(Cl)c2)nnc1SCC(=O)Nc1nccs1	3	9	1.3	-4	103	-2	-6	-4	0.1
13	O=C(CN1C(=O)c2ccccc2C1=O)Nc1cc([N+](=O)[O-])ccc1O	1	19	-0.5	7	99	-15	-14	-2	0.2
14	O=C(NCc1ccco1)c1ccccc1-c1nc(-c2ccccc2)no1	9	-4	1.0	7	107	-10	-2	-6	-0.4
15	COc1ccccc1/C=C(\NC(=O)c1ccccc1)C(=O)NCc1ccco1	-1	0	1.2	1	96	-1	-6	-5	3.7
16	CN(C)c1nc(C(=O)O)nc(N2CCOCC2)n1	11	19	0.4	-7	107	-2	-12	-6	0.9
17	COc1ccc(-c2nn(C)c(=O)c3ccccc23)cc1CNS(C)(=O)=O	0	3	-0.8	1	100	-8	-11	-3	0.3
18	O=C(c1ccc(NS(=O)(=O)c2cccs2)cc1)N1CCOCC1	3	8	0.1	0	104	-3	-11	4	-0.6
19	Cc1noc(C)c1C(=O)N1CCN(c2ccc(OCc3ccccc3)cc2)CC1	-3	x	5.7	-2	96	-11	-7	-2	4.6
20	CC(C)(C)c1ccc(C(=O)NCCC(=O)Nc2cc(Cl)ccc2N2CCOCC2)cc1	x	x	-2.1	x	x	-7	x	-2	-1.0

Quoted from the listing:
NALP1 inh result of compound 13 = 19
GalR3 antag result of compound 19 = -2

Continued:
no.	Molecule	MEKK2 mut-MEK5	NALP1 inh	OXTR ag	PfM18AAP inh	MEKK2wt PB1 HTS	OXTR potentiate	GPR7 antag	GalR3 antag	V1aR counter
21	CCc1ccc(C(O)(CC)C(CN2CCOCC2)c2ccccc2)cc1 (configuration not stated)	4	36	x	-6	108	x	-22	-10	x
22	Cc1ccc2nc(NC(=O)C3CCN(C(=O)c4ccc(F)cc4)CC3)sc2c1	6	-4	9.6	6	107	-9	8	-4	7.9
23	COc1ccc(-c2ccc(C#N)c(SCC(=O)NCCc3ccccc3)n2)cc1OC	19	34	-2.6	5	108	-3	-14	x	-1.5
24	NC(=O)c1ccc(NC(=O)CSC(=O)c2ccccc2)cc1	x	x	0.7	x	x	-11	x	-7	1.3
25	CCN(CC)c1ccc(N=Cc2ccccc2[N+](=O)[O-])cc1	0	33	-0.7	20	101	-2	-4	-1	0.9
26	Cc1csc(NC(=O)C2CCN(C(=O)CSc3nnc(C)n3Cc3ccccc3)CC2)n1	4	18	0.8	-2	102	1	-11	-5	0.8
27	O=C(NC1CCS(=O)(=O)C1)c1ccc(Br)s1 (configuration not stated)	x	x	-1.0	x	x	-5	x	-6	0.5
28	CC(C)Oc1ccc(OCCCN2CCCCCC2)cc1	1	9	-0.6	11	113	-11	-3	-3	1.1
29	Cc1cc2c(c(C)c1CCO[C@@H]1O[C@H](CO)[C@@H](O)[C@H](O)[C@H]1O)C(=O)[C@@H](C)[C@@H]2O	x	x	0.4	x	x	-4	x	-4	0.3
30	Cc1c(NC(=S)NCc2ccc(F)cc2)cccc1[N+](=O)[O-]	12	16	8.9	4	86	-10	6	-1	12
31	CCOc1ccc2nc(SCC(=O)Nc3ccc4c(c3)OCCO4)[nH]c2c1	3	15	-0.4	3	104	-7	-2	-3	1.2
32	CCn1c(C)nc2cc(C(=O)NNS(=O)(=O)c3ccc(C)c(C)c3)ccc21	1	-2	1.7	8	98	-5	-2	x	0.8
33	CC(NS(C)(=O)=O)C(c1cccs1)N1CCN(Cc2ccccc2)CC1 (configuration not stated)	5	35	1.1	-4	102	-2	-2	x	0.9
34	CSc1cccc(NC(=O)C2CCN(C(=O)c3ccccc3C)CC2)c1	1	30	3.6	-5	108	-6	11	0	4.9
35	CS(=O)(=O)CCC(C(=O)Nc1ccc2c(c1)OCO2)N1Cc2ccccc2C1=O (configuration not stated)	2	11	0.6	-7	98	-1	-1	3	0.7
36	Cc1nn(C(=O)c2ccccc2)c2c1C(=O)CC(C)(C)C2	-4	8	0.1	0	98	-15	-10	-3	0.5
37	CC(=O)Nc1cc(C(=O)NCc2ccco2)ccc1Sc1ccc(F)cc1	1	5	-1.0	-3	99	-8	8	-9	0.1
38	CCCOC(=O)C(=O)NNc1ccccc1	-4	18	0.3	0	98	3	2	-2	1.1
39	COc1ccc(CN2C(=O)Cc3c2nc(N)c2c(N)nc(N4CCCCC4)c(C#N)c32)cc1	8	34	-0.4	-6	91	-11	2	x	-0.7
40	CCOC(=O)N1CCN(Cc2ccc3ccccc3c2)CC1	1	21	x	0	107	x	-22	-9	x

Overlap with the part before: three compounds, then new ones.
no.	Molecule	MEKK2 mut-MEK5	NALP1 inh	OXTR ag	PfM18AAP inh	MEKK2wt PB1 HTS	OXTR potentiate	GPR7 antag	GalR3 antag	V1aR counter
38	CCCOC(=O)C(=O)NNc1ccccc1	-4	18	0.3	0	98	3	2	-2	1.1
39	COc1ccc(CN2C(=O)Cc3c2nc(N)c2c(N)nc(N4CCCCC4)c(C#N)c32)cc1	8	34	-0.4	-6	91	-11	2	x	-0.7
40	CCOC(=O)N1CCN(Cc2ccc3ccccc3c2)CC1	1	21	x	0	107	x	-22	-9	x
41	Cc1cc(NC(=O)CSc2cn(CC(=O)N(C(C)C)C(C)C)c3ccccc23)no1	3	12	-0.3	2	100	3	5	6	-0.1
42	Cc1ccc(OC(C)C(=O)OCC(=O)Nc2sccc2C(N)=O)cc1 (configuration not stated)	x	x	11	x	x	-11	x	-4	8.7
43	COc1ccc(OC)c(NC(=S)Nc2ccccc2)c1	6	1	-0.6	10	107	1	-20	-9	-0.1
44	Cc1nn(C)c(C)c1S(=O)(=O)N1CCCC(C(=O)N2CCN(c3ccc(Cl)cc3)CC2)C1 (configuration not stated)	3	-2	9.4	-6	106	-18	1	-6	7.5
45	O=C(O)Cn1c2ccccc2c2ccccc21	-2	3	1.0	-3	95	-6	-8	-7	1.5
46	COc1ccccc1CNC(=O)COC(=O)c1ccc(S(=O)(=O)N2CCCCC2)cc1	x	x	1.5	x	x	0	x	-4	0.6
47	O=C(COc1ccc2ccc(=O)oc2c1)c1ccccc1	-1	x	-0.9	6	100	-5	-8	-2	-0.2
48	N#Cc1cccc(NC(=O)C2CCCN(C(=O)c3ccc(Cl)cc3)C2)c1 (configuration not stated)	x	x	2.1	x	x	-3	x	-7	3.7
49	CSc1n[nH]c(NCc2ccc(Cl)cc2)n1	3	14	-0.9	-2	97	-4	-6	-4	-1.4
50	O=C(N/N=C/c1c(F)c(F)c(F)c(F)c1F)c1cccc(S(=O)(=O)N2CCOCC2)c1	3	-3	0.1	-2	99	-8	-8	-1	-0.2
51	CCOc1ccc(CCNS(=O)(=O)c2ccc3c(c2)oc(=O)n3C)cc1OCC	-2	14	2.2	0	101	-7	6	-8	5.1
52	Fc1ccc(-c2nnn(Cc3nc4ccccc4s3)n2)cc1	-4	37	-1.2	-3	99	-4	2	-2	-0.7
53	CC(C)(C)NC(=O)COC(=O)c1ccccc1Oc1ccccc1	0	x	-1.8	-11	104	-4	-20	1	-1.6
54	COC(=O)c1ccc(CNC(=O)CNc2cc(C(F)(F)F)ccc2N2CCOCC2)cc1	5	25	-1.0	7	108	-8	0	-1	-0.6
55	COc1cc(/C=C(\C#N)C(=O)NCC2CCCO2)ccc1OC(=O)c1ccco1 (configuration not stated)	x	x	3.6	x	x	4	x	-2	0.3
56	CC(C)N(Cc1nccn1C)C(=O)CCc1nnc(CCCc2ccccc2)o1	-16	10	-0.3	-9	85	1	3	-7	0.0
57	CCOC(=O)c1oc2ccccc2c1CN1CCN(C)CC1	-3	-86	1.3	-5	94	6	-7	-2	1.0
58	Cc1cc(C)n2nc(SC(C)C(=O)N(C)c3ccccc3)nc2n1 (configuration not stated)	x	x	0.9	x	x	6	x	-2	0.3
59	Cc1ccc(-n2ncc3c(=O)n(CC(=O)N4CCN(c5ccccc5)CC4)cnc32)cc1C	2	9	0.8	-4	104	-16	-11	-5	1.2
60	Cc1cccc(OCC(=O)Nc2ccc3c(c2)nc2n3CCOC2)c1	8	10	0.3	-4	106	-5	-5	4	0.2

Next part:
no.	Molecule	MEKK2 mut-MEK5	NALP1 inh	OXTR ag	PfM18AAP inh	MEKK2wt PB1 HTS	OXTR potentiate	GPR7 antag	GalR3 antag	V1aR counter
61	CCOc1ccc(C(=O)N2CCCC2C(=O)O)cc1 (configuration not stated)	5	7	-1.0	-2	103	1	-1	-1	-0.2
62	CC(=O)Nc1cc(C(=O)N2CCc3ccccc3C2)ccc1Sc1ccc(C)cc1	-1	35	-1.3	-11	103	-6	3	0	2.5
63	O=C(Nc1ccc2c(c1)OCCO2)C1CCCN(S(=O)(=O)c2cnc[nH]2)C1 (configuration not stated)	4	34	1.1	-10	115	-2	-6	5	0.5
64	Cc1ccccc1-c1cc(=O)c2ccccc2o1	x	x	-2.2	x	x	2	x	-4	-1.3
65	CCOC(=O)COc1ccc(S(=O)(=O)Nc2cccc(SC)c2)cc1	6	29	14	0	112	-12	5	-11	8.6
66	CCCn1cnc2c(sc3nc4c(cc32)CSC(C)(C)C4)c1=O	10	x	-0.4	8	109	4	9	-5	-0.2
67	COc1ccccc1-n1c(-c2ccc(Cl)cc2)c[nH]c1=S	-6	-3	-1.6	9	88	-14	-6	-6	0.5
68	O=C(CCC(=O)c1cccs1)NNC(=O)c1ccccc1O	x	x	0.1	x	x	-6	x	1	-1.1
69	Cc1ccc(S(=O)(=O)N2CCCC2CNC(=O)C(=O)NCCN2CCOCC2)cc1 (configuration not stated)	x	x	-1.2	x	x	-4	x	-1	0.0
70	CCN(CC(=O)NCc1ccc(Cl)cc1)C(=O)c1c(C)noc1C	x	x	-1.2	x	x	-10	x	-4	-0.1
71	Cc1cc(C)cc(NC(=S)/C(=C(\[O-])c2ccc(Cl)cc2Cl)[n+]2ccc(C(C)(C)C)cc2)c1	-1	x	-1.0	0	95	-12	-17	-6	0.6

Assay outcomes (PubChem)
